# KOR beta-arrestin-1: KOR agonists, beta-arrestin recruitment, primary screen, cell-based, luminescence, uHTS (AID 1777); KOR beta-arrestin recruitment, luminescence; higher % means a stronger effect; activation, % at 10 µM, or EC50 in µM where a hit was titrated; hit rate 0.02% among 280,000; in the data active = activation above about 50%, passing the limit was not always enough; note: a part of the inactive calls stands beside numbers as strong as those of hits
# ER stress rescue: protection against thapsigargin-triggered cell killing – 384-well, CSM14.1, ATP luminescence, primary screen (AID 1222) | CSM14.1 thapsigargin-induced death rescue, ATP luminescence; higher % means a stronger effect | cellular ATP content (survival), % at 20 µM, or EC50 in µM where a hit was titrated | 190,000 tested, under 10 active;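 active = EC50 below 50 µM in the dose-response confirmation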;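 note: death triggered by thapsigargin at about 15 µM added after 2 h compound pretreatment; cell ATP read after overnight thapsigargin exposure of roughly 18 to 22 hours; normalized against plate controls of thapsigargin alone and 5% DMSO vehicle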
# TNAP activation fold: human TNAP enzyme activators, primary screen, biochemical, luminescent, no phosphate acceptor, uHTS (AID 1001); purified TNAP, luminescent activation assay, no phosphate acceptor; higher activation fold means a stronger effect; one-dose activation fold at 20 µM; EC50 in µM for titrated hits; hit rate 0.03% among 200,000; in the data active = activation fold from about 3, or a potency from the dose series; inactive = the rest, 99 in 100 with activation fold below about 1.6; note: many of its hits are not listed in these tables
# Yfh1-off respiration: mitochondrial function rescue without frataxin homolog – Friedreich's ataxia, plus single-dose screen, dose response (AID 1465) | one-dose fold induction at 50 µM; EC50 in µM for titrated hits | hit rate 0.074% among 220,000 | S. cerevisiae Yfh1-off respiration, WST-1 reduction, 72 h; higher fold induction means a stronger effect;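 active = fold induction of absorbance versus untreated yeast above a set limit, then at least 30% activation at any dose in follow-up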;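 note: activators that raise dye reduction in frataxin-depleted yeast; strong numbers were not always called active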
# GPR55 beta-arrestin: selective activators of receptor GPR55 – imaging, U2OS cells, beta-arrestin-GFP redistribution, primary screen (AID 1961); U2OS GPR55 beta-arrestin-GFP redistribution imaging; higher % means a stronger effect; activation, % at 10 µM, or EC50 in µM where a hit was titrated; hit rate 0.048% among 290,000;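 active = activation above 40% with more than 50 cells counted in the well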;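 note: U2OS osteosarcoma cells stably expressing GPR55 and beta-arrestin-GFP; plate controls were DMSO negative control for no effect and LPI positive control for full effect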
# NTR1 ag: NTR1-driven beta-arrestin-GFP spot formation – imaging, U2OS cells, high content, primary screen (AID 493036). agonist mode. activation, % at 20 µM. hit rate 0.17% among 330,000;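 active = activation at or above 40% of the spot to cytoplasm intensity ratio, with at least 20 cells analyzed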;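 note: 0% = DMSO without peptide and 100% = 100 nM NTR1 peptide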
# Target sequence (P30989 whole entry, looked up): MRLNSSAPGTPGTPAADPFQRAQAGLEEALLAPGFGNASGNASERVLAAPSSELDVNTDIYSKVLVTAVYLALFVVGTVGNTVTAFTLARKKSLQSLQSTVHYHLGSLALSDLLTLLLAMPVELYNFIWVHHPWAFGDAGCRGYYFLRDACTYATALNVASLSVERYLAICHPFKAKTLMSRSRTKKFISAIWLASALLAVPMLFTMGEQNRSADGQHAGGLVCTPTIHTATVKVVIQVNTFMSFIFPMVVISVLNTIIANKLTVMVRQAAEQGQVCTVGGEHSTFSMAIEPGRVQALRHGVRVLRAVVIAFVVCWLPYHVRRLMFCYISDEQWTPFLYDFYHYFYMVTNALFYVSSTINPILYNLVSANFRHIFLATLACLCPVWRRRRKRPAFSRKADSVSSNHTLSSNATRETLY
# KOR beta-arrestin-2: KOR antagonists, beta-arrestin recruitment, cell-based, luminescence, uHTS (AID 1778); KOR beta-arrestin recruitment, luminescence, antagonist mode; higher % means a stronger effect; inhibition, % at 10 µM, or IC50 in µM where a hit was titrated; hit rate 0.091% among 290,000; note: strong numbers were not always called active
# HEK293 NOD2/NF-kB: NOD2 signaling inhibitors, cell-based, luminescence, uHTS, HEK293 (AID 1566); HEK293 NOD2/NF-kB luciferase reporter, luminescence; higher % means a stronger effect; one-dose inhibition, % at 4 µM; EC50 in µM for titrated hits; hit rate 0.63% among 290,000; note: many of its hits are not listed in these tables
# NOD1 inhibition: inhibition of NOD1-driven NF-kB reporter – cell-based, luminescence, uHTS, primary screen (AID 1578) | NOD1-driven NF-kB luciferase reporter cells, luminescence; higher % means a stronger effect | inhibition, % at 4 µM, or EC50 in µM where a hit was titrated | hit rate 1% among 290,000; in the data active = inhibition mostly above about 36%, no sharp cut-off; inactive = mostly below about 34%;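 note: HEK-293T reporter cells stimulated with the NOD1 agonist gamma-tri-DAP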
# NTR1 ag cell count 20 µM: second read-out of NTR1 ag, no call of its own (marks repeat the call); cell count; measured here: cell count, cytotoxicity flag
# An asterisk follows results filed as active; i = inactive; · = no result given; [ ] = another dose, or the depositor's remark. Cut-off read from the data, not from the text of the source, unless noted: active = inhibition above about 50%; inactive = the rest.
SMILES,KOR beta-arrestin-1,ER stress rescue,TNAP activation fold,Yfh1-off respiration,GPR55 beta-arrestin,NTR1 ag,NTR1 ag cell count 20 µM,KOR beta-arrestin-2,HEK293 NOD2/NF-kB,NOD1 inhibition
Cc1ccc(OC(C)C(=O)Nc2ccc3c(c2)n(C)c(=O)n3C)cc1C (configuration not stated),-3.0%,·,·,·,0.0%,0.2,59,-24%[20 µM],22%,1%
COC(=O)CSC1=C(C#N)C(c2sccc2C)CC(=O)N1 (configuration not stated),5.2%,4.2%,1.1,i,0.3%,1.5,61,0%,4%,-22%
Cc1ccccc1CN(c1ccc(C(=O)NCc2cccnc2)cc1)S(C)(=O)=O,·,-0.1%,1.1,i,0.2%,2.0,37,-63%[20 µM],-1%,-14%
CC(NCc1ccc(S(N)(=O)=O)cc1)C(=O)NCc1ccccc1 (configuration not stated),0.9%,·,·,·,-0.1%,1.3,85,2%,-4%,2%
COc1ccc(/C=C/C(=O)c2ccc(OC)cc2O)cc1,-1.9%,-4.1%,1,i,-0.3%,6.2,92,-18%,-4%,-18%
COc1ccc(NCC(=O)Nc2ccc(C#N)cc2)cc1Cl,7.3%,-0.4%,1.1,i,0.1%,0.2,18,3%,13%,-2%
CC(=O)[C@@]1(O)[C@H](C)CC2C3CC=C4CC(OP(=O)(O)O)CC[C@]4(C)C3CC[C@@]21C (some centres not stated),3.5%,·,·,·,0.0%,-1.5,53,9%,-3%,-8%
CCC(C)c1ccc(C(C)NC(=S)NCc2ccc(F)cc2)cc1 (configuration not stated),6.6%,·,·,·,-0.1%,7.2,71,-15%,-17%,-2%
CCN(CC)CCCNS(=O)(=O)c1ccc(OC)cc1,0.6%,-1.6%,1.1,i,-0.4%,0.8,41,-10%,-19%,-16%
CC(C)(C)C(=O)NC(=S)NNC(=O)c1sc2ccccc2c1Cl,-11%,6.1%,1.1,i,-0.3%,-3.3,13,-52%,-17%,54%
O=C(CCc1ccccc1)NNC(=O)Nc1ccc(Cl)cc1,-4.3%,·,·,·,-0.1%,3.2,65,-36%[20 µM],2%,-16%
Cc1ccc(S(=O)(=O)Nc2cccc(NC(=O)CN3CCCCC3)c2)cc1,-2.4%,-2.3%,1.1,i,0.2%,1.5,95,-40%,21%,-3%
CCOCCCNC(=O)c1ccc(N2CCCC2)c(NS(=O)(=O)c2ccc(C)cc2)c1,-5.5%,2.3%,1,i,0.2%,1.2,37,14%,-4%,-27%
COC(=O)c1ccc(CSc2nc3ccc(C)cc3[nH]2)o1,-4.3%,-1.1%,1.1,i,-0.2%,0.3,41,-8%,13%,-11%
O=C(NCC(c1cccnc1)N1CCN(c2ccccc2F)CC1)C1CCCCC1 (configuration not stated),4.4%,1.1%,1.1,i,-0.2%,0.4,50,-17%,7%,4%
CCCc1ccc(OCc2ccc(C(=O)OC)o2)c(OC)c1,-3.0%,-2.1%,1.1,i,-0.2%,0.1,72,17%,-42%,-37%
O=C(COC(=O)CCOc1ccccc1)Nc1ccc(Cl)cn1,-2.7%,-1.4%,1.2,i,-0.2%,-0.7,48,33%,19%,-6%
COc1cc2[nH]c(=S)nc(NCC3CCCO3)c2cc1OC (configuration not stated),-0.2%,-0.7%,1.1,i,-0.3%,-0.2,69,-7%,4%,40%
CCOC(=O)Cn1c(C)c(Br)c(=O)c2cccc(C)c21,2.8%,-1.0%,1.1,i,0.3%,2.3,53,-12%,4%,-23%
CC1CCCC(C)N1C(=O)COC(=O)Cc1ccc(F)cc1 (configuration not stated),-2.5%,·,·,·,-0.1%,0.3,77,5%,4%,2%
CCOC(=O)c1cccc(NC(=O)/C=C/c2ccc([N+](=O)[O-])cc2)c1,2.5%,1.2%,1.1,i,0.7%,4.1,70,2%,34%,48%
CN(C)CCCNCCCNC(=O)/C(=N\O)c1ccccc1,3.7%,·,·,i,-0.1%,0.0,56,-1%,6%,2%
COC(=O)C(CCSC)NC(=O)CNS(=O)(=O)c1ccc(Cl)cc1 (configuration not stated),-0.9%,-2.4%,1,i,-0.2%,2.0,77,4%,11%,20%
C=CCn1nnc2sc3c(c2c1=O)CCC(C)C3 (configuration not stated),2.1%,-1.3%,1.2,i,0.2%,0.8,35,1%,-40%,-23%
CCn1cc(CCC(=O)NCCN2CCOCC2)c2ccccc21,-8.0%,·,·,·,-0.1%,-0.3,66,4%,0%,-12%
O=C(CCNC(=O)c1ccco1)Nc1ccccc1N1CCOCC1,2.5%,1.7%,1.1,i,0.0%,-0.8,38,-12%,-5%,-10%
CSCCC(NC(=O)c1ccc([N+](=O)[O-])cc1Cl)C(=O)OCC(=O)NC1CCCC(C)C1C (configuration not stated),3.3%,11%,1.1,i,-0.4%,4.3,86,-4%,8%,-15%
Cc1ccc(S(=O)(=O)c2nc(S(=O)(=O)CCO)sc2N2CCOCC2)cc1,3.2%,·,·,·,0.3%,-0.5,55,-18%,2%,1%
COc1ccc(CC(=O)Nc2c3c(nn2-c2cccc(C)c2C)CS(=O)(=O)C3)cc1,-0.9%,2.5%,1.1,i,0.1%,0.3,80,4%,0%,-18%
CC1(C)CC(=O)C(CC(=O)NC2CCCc3ccccc32)C(=O)C1 (configuration not stated),-5.9%,-0.7%,1.1,i,0.5%,1.4,60,-7%,12%,-7%

# Single values from the list:
# Under TNAP activation fold, O=C(COC(=O)CCOc1ccccc1)Nc1ccc(Cl)cn1 is listed with 1.2
# Under KOR beta-arrestin-2, CCOC(=O)Cn1c(C)c(Br)c(=O)c2cccc(C)c21 is listed with -12%

# Some of the entries so far, tab-delimited.
SMILES	KOR beta-arrestin-1	ER stress rescue	TNAP activation fold	Yfh1-off respiration	GPR55 beta-arrestin	NTR1 ag	NTR1 ag cell count 20 µM	KOR beta-arrestin-2	HEK293 NOD2/NF-kB	NOD1 inhibition
CCn1cc(CCC(=O)NCCN2CCOCC2)c2ccccc21	-8.0%	·	·	·	-0.1%	-0.3	66	4%	0%	-12%
O=C(CCNC(=O)c1ccco1)Nc1ccccc1N1CCOCC1	2.5%	1.7%	1.1	i	0.0%	-0.8	38	-12%	-5%	-10%

# (next part)
SMILES,KOR beta-arrestin-1,ER stress rescue,TNAP activation fold,Yfh1-off respiration,GPR55 beta-arrestin,NTR1 ag,NTR1 ag cell count 20 µM,KOR beta-arrestin-2,HEK293 NOD2/NF-kB,NOD1 inhibition
CCCNC(=O)Cn1c(=O)cnc2ccccc21,-4.5%,2.0%,1.1,i,0.5%,-0.7,42,-13%,0%,-8%
COc1ccc(-c2nnn(Cc3nc(N)nc(N4CCCCC4)n3)n2)cc1,1.5%,0.3%,1.1,i,-0.1%,3.9,66,-17%,-2%,-3%
CCC(C)c1ccc(NC(=O)c2[nH]c(C)c(C(C)=O)c2C)cc1 (configuration not stated),10%,·,·,·,-0.2%,3.2,61,5%,-23%,-31%
CC(=O)/C(N=Nc1ccc(SC(F)F)cc1)=C(\C)O,-4.6%,-0.8%,1,i,-0.3%,3.1,34,-5%,9%,-10%
S=C(N/N=C/c1ccc(Cl)c(Cl)c1)Nc1ccccc1Cl,7.3%,-2.5%,1,i,-0.2%,0.8,67,-55%,-67%,1%
CC1=C(C#N)CCC(=O)N1Cc1c(F)cccc1Cl,-1.5%,-0.3%,1.1,i,-0.6%,0.2,62,10%,10%,-20%
O=C1Nc2ccccc2C(=O)N2[C@H](c3cccc(Br)c3)[C@@H]3C(=O)N(Cc4ccccc4)C(=O)[C@@H]3[C@H]12,-4.0%,·,·,·,0.0%,3.6,51,-49%[20 µM],5%,5%
C/C(=N\NC(=O)c1c(Br)cnn1C)c1ccc(NC(=O)c2ccc(F)cc2)cc1,-8.2%,0.3%,1,i,0.0%,2.4,81,24%[20 µM],-41%,-46%
C=CCNC(=S)/N=c1/ccccn1CC,2.1%,·,·,i,0.2%,0.9,42,-22%,9%,2%
Cc1ccc(SCc2nc(N)nc(Nc3ccccc3C)n2)cc1C,-0.5%,1.7%,0.9,i,-0.3%,-0.1,75,-19%,-4%,9%
Cc1cc(Cl)c(S(=O)(=O)N2CCCC2)cc1OCC(N)=O,2.2%,-1.7%,1,i,-1.2%,-0.8,42,3%,11%,-22%
CC(C)N(Cc1nc(-c2ccc(Cl)cc2)no1)Cc1nccn1C,-0.8%,0.8%,1,i,0.3%,-0.2,42,-4%[20 µM],0%,-11%
Cc1cc(C)c(O)c(-c2cc(C(=O)Nc3ccc(S(=O)(=O)N4CCOCC4)cc3)[nH]n2)c1,9.5%,0.0%,1.1,i,0.0%,26,86,-12%,-23%,23%
O=C(Cn1nnc(-c2ccc(S(=O)(=O)N3CCCC3)cc2)n1)NCC1CCCO1 (configuration not stated),4.7%,-0.3%,1,i,-0.1%,0.3,75,-26%,3%,-8%
COc1ccc(CCN2C(=O)CC(C(N)=O)SC2=Nc2ccccc2)cc1OC (configuration not stated),0.9%,-0.9%,1.1,i,-0.3%,1.6,47,-28%,9%,8%
CSc1nc(NC(C)(C)C)nc(N2CCOCC2)n1,-5.4%,-1.7%,1.1,i,0.2%,2.1,58,-12%,10%,-12%
Cn1c(SCC(=O)N/N=C/c2ccccn2)nnc1-c1ccccc1,5.2%,·,·,i,0.3%,-0.8,62,19%,15%,4%
CCOC(=O)c1c(C)nc2ccc(C)cn12,-4.5%,2.7%,1.2,i,-0.1%,0.9,56,-32%,8%,11%
Cc1ccc(-c2nnc(N3CCCCC3)c3ccccc23)cc1,6.1%,·,·,i,-0.1%,6.8,67,17%,7%,0%
CC(C)(C)c1cc(CCC(=O)N2CCNCC2)c(C(C)(C)C)cc1O,-1.7%,·,1.1,i,-0.1%,0.0,75,4%,-4%,-22%
CCOC(=O)C1CCCN(Cc2ccccc2Cl)C1 (configuration not stated),-2.4%,0.4%,1,i,-0.1%,-1.1,52,18%,25%,11%
CCCCc1ccc(Nc2nc(N3CCOCC3)nc(N3CCOCC3)n2)cc1,1.2%,·,·,·,1.0%,11,59,-24%,2%,15%
C=CCSc1nc(O)c(CC)c(=O)n1C(C)CC (configuration not stated),4.6%,-0.4%,1,i,-0.2%,-0.3,60,-16%,-1%,-3%
C/C(=N\OCC(=O)Nn1c(=O)[nH]c2ccccc2c1=O)c1ccccc1,4.1%,-3.1%,1,i,0.2%,3.4,76,-14%,-2%,0%
COc1ccc(NC(=O)CN(c2ccccc2F)S(=O)(=O)c2ccc(C)cc2)cc1,-2.2%,·,·,·,0.0%,-0.6,60,-39%[20 µM],2%,-24%
Cc1ccc(O)c(C(=O)c2cnn(C(=O)Cc3csc(C)n3)c2)c1,-2.2%,1.4%,1.2,i,-0.2%,-0.9,59,12%,7%,56%
O=C(Nc1ccc(F)cc1)Nc1ccc2c(c1)CCC2,3.4%,·,·,·,-0.1%,-1.8,46,-34%,-46%,-69%
CCC(=O)NNc1ccc(Br)cc1,3.3%,1.1%,1.1,i,-0.3%,-1.9,57,-6%,-45%,-36%
COCCCn1c(SCC(=O)O)nc2cc(OC)c(OC)cc2c1=N,-3.9%,-0.2%,1.1,i,0.0%,-0.7,70,15%,5%,-40%

# A portion of the library (hit frequency here may not be typical).
